# Screening results from PubChem BioAssay.
# KKLEB tox: counter-screen for CF NF-kB inhibitors: cytotoxicity | KKLEB CF airway cells viability, ATPlite luminescence, overnight; stronger effect = lower value; cells stimulated with P. aeruginosa culture filtrate | activity change (cytotoxicity), % at 5 µM | AID 602141 | 360,000 compounds, 0.36% hits;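 active means corrected activity change at or below -50% at 5 µM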
# Shn3 3UTR inh: inhibitors of Schnurri-3 3'UTR reporter in osteoblasts | Clone20 osteoblast Shn3 3'UTR firefly luciferase, 24 h | inhibition, % at 12.5 µM | 360,000 compounds, 0.52% hits | AID 588674;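 active means mean inhibition of at least 75% with every replicate also reaching 75%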;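 further: 0% = median of neutral control wells and 100% = pilot-screen positive control compound; some compounds past the cut are filed as inactive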
# TWEAK Fn14 block: TWEAK-Fn14 signaling inhibition; inhibition, % at 10 µM; AID 1159606; TWEAK-stimulated Fn14 reporter cells, luciferase luminescence, 8 h; 360,000 compounds, 2% hits; in the data active means inhibition above about 50%
# COUP-TFII inh: NR2F2 (human) inhibition, primary screen; HEK293T NGFI-A luciferase reporter, luminescence; inhibition, % at 8.6 µM; 370,000 compounds, 0.7% hits; AID 686940;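 active means inhibition above a per-plate cutoff, mean inhibition of test wells between control levels plus 3 SD, cut at about 38% in these data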;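 further: cells cotransfected with COUP-TFII expression vector driving the NGFI-A reporter; 0% = median of COUP-TF2 test wells and 100% = reporter-only cells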
# SRC3 inh: inhibits human SRC3 coactivator; Q9Y6Q9; HEK293 GAL4-SRC3 luciferase reporter, luminescence; inhibition, % at 3.6 µM; 360,000 compounds, 0.17% hits;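 active means inhibition above a per-campaign cutoff, the mean of all compounds plus 3 SD, cut at about 60% in these data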;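 further: 0% = DMSO-treated cells and 100% = gossypol-treated cells at 36 µM; higher means less SRC3-driven luciferase light from the GAL4 reporter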
# Target sequence (Q9Y6Q9 whole entry, looked up, the tested form may be a part): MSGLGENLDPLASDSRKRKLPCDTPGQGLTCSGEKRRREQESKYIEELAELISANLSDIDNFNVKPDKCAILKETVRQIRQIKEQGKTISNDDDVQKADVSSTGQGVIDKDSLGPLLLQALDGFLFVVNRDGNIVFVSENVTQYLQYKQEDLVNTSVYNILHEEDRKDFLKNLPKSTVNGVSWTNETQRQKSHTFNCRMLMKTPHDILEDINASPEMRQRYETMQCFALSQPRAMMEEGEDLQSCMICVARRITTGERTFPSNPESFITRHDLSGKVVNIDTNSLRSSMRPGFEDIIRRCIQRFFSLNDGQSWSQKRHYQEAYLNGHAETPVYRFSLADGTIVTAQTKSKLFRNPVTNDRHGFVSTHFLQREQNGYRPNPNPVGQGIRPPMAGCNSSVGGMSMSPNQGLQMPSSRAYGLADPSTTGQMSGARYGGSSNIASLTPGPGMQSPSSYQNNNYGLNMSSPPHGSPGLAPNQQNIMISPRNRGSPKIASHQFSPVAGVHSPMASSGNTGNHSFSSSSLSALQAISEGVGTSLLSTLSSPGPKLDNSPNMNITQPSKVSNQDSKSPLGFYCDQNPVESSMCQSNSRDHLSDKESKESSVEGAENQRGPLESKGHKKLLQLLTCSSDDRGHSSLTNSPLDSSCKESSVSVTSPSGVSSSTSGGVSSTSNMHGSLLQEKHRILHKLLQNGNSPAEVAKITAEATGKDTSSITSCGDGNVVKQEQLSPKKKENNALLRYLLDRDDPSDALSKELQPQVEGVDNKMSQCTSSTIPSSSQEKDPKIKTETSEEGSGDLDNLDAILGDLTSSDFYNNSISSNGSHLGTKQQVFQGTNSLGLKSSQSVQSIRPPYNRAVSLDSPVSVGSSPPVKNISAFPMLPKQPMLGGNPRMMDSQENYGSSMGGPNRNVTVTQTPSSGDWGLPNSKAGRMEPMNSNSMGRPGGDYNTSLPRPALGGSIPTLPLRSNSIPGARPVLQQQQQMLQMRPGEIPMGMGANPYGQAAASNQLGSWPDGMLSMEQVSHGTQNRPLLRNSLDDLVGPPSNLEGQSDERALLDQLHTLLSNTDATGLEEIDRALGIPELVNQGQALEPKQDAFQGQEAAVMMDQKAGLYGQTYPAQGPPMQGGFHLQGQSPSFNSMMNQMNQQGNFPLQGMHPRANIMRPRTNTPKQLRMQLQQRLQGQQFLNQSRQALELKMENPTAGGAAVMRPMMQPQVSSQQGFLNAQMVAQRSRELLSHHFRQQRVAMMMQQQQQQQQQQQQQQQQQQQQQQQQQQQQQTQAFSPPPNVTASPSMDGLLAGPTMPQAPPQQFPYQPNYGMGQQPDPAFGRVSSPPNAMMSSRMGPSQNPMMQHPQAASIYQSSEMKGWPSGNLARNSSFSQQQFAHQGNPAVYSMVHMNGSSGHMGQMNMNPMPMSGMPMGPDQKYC
# EBV LMP1 NFkB: Epstein-Barr LMP1 NF-kappaB reporter inhibition | 350,000 compounds, 0.69% hits | inhibition, % at 12.5 µM | LMP1-induced NF-kappaB luciferase reporter cells, luminescence; in the data active means inhibition above about 41%;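 further: 0% = neutral control wells and 100% = reference inhibitor control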
# TRAIL sens C8: sensitizes caspase-8 expressing cells to TRAIL. inhibition (viability loss, TRAIL sensitization), % at 10 µM. NB7+C8 cells + TRAIL, ATPlite viability luminescence. 360,000 compounds, 1% hits. AID 624354;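 active means compounds causing at least 50% loss of cell viability in the single-dose screen, relative to plate controls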
# TROY signal inh: blocks TROY-dependent signaling in reporter cells. Q293 LMP1-TROYcd NF-kB luciferase reporter, 4 h. inhibition, % at 10 µM. 360,000 compounds, 0.98% hits. AID 1347056;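 active means compounds whose plate-normalised and pattern-corrected inhibition of the luciferase reporter signal at the single screening dose is 50% or more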
# NCOA1 inh: inhibits human SRC1 coactivator | HEK293 GAL4-SRC1 luciferase reporter, luminescence | 360,000 compounds, 0.12% hits | Q15788 | inhibition, % at 3.6 µM;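 active means inhibition above the campaign mean plus 3 SD, with each screening campaign given its own cutoff, cut at about 60% in these data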;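 further: 0% = DMSO treated cells and 100% = gossypol at 36 µM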
# LRH-1 inv ag: NR5A2 inverse agonism in reporter assay. O00482. HEK293T StAR-luciferase reporter, LRH-1 transfected, 24 h. inhibition, % at 3.6 µM. 360,000 compounds, 0.13% hits. AID 602396;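 active means inhibition above the mean inhibition of all tested compounds plus 3 SD, cut at about 73% in these data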;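 further: 0% = DMSO wells and 100% = reporter-only cells lacking LRH-1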
# CF NFkB block: cystic fibrosis NF-kB activation inhibition. KKLEB NF-kB-GFP reporter, PAF-induced, GFP fluorescence overnight. inhibition, % at 5 µM. 360,000 compounds, 0.86% hits. AID 588850;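 active means at least 50% inhibition at 5 µM, scaled per plate between neutral and stimulator controls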;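 further: PAF is a Pseudomonas aeruginosa culture filtrate used as stimulus; plate controls were PAF-stimulated DMSO wells for no effect and unstimulated DMSO wells for full effect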
# * = called active by the depositor; x = not tested or not shown.
SMILES,KKLEB tox,Shn3 3UTR inh,TWEAK Fn14 block,COUP-TFII inh,SRC3 inh,EBV LMP1 NFkB,TRAIL sens C8,TROY signal inh,NCOA1 inh,LRH-1 inv ag,CF NFkB block
CCOc1cc2c(cc1OCC)C(c1ccccc1)N(c1ccc(C(=O)O)cc1)C(=O)C2 (stereo not drawn),-2,-5,2,-10,-18,5,4,-1,-8,-3,4
COC(=O)[C@@]1(Cc2ccc(F)cc2)[C@H]2c3cc(C(=O)N4CCCC4)n(Cc4ccc(Cl)c(C(F)(F)F)c4)c3C[C@H]2CN1C(=O)c1ccccc1,x,x,25,13,x,x,28,11,x,18,x
CCN1/C(=C/c2cc[n+](CCCS(=O)(=O)[O-])c3ccccc23)Sc2ccccc21,-7,5,18,12,9,10,-2,8,-17,11,-2
CCOc1cccc(CN2CCCC(N3CCc4cc(OC)c(OC)cc4C3)C2)c1O (stereo not drawn),12,3,-14,12,-4,7,-16,-3,-21,-5,1
O=C(CSc1ccc(Cl)cc1)NC1CC1,-6,-41,-16,6,-12,3,-8,-14,7,-7,47
C/C(=N\NC(=O)CSc1nc(C)[nH]c1[N+](=O)[O-])c1ccc(F)cc1,2,-28,-23,0,0,-5,-11,-6,0,-9,-2
CCOc1cc2sc(N3CCC(C(=O)NCCCN4CCCC4=O)CC3)nc2cc1Br,-15,5,-14,2,-10,12,5,-2,-5,-14,14
O=[N+]([O-])c1ccc(/C=N/n2cnc3ccccc32)s1,-10,90*,54*,-4,-2,37,33,-16,-8,23,18
O=C(CSc1nc(=O)n2ccccc2n1)Nc1ccc2c(c1)OCO2,-12,-20,-2,-3,-5,0,-12,-16,3,-1,26
CSc1ccccc1OCc1cc(C(=O)N(C)Cc2cc(C)[nH]n2)no1,4,-16,-12,-34,-1,-10,11,-64,-36,-32,28
COc1cc([N+](=O)[O-])c2nc(C=NNC(N)=S)ccc2c1,12,6,-7,-13,-9,-2,-15,-4,-25,32,-75
COc1ccccc1/C=C/C(=O)NCC(=O)N/N=C/c1ccccc1[N+](=O)[O-],3,9,-32,15,6,11,0,-6,-2,5,5
COc1ccc(C(=O)NC2CCCc3c2cnn3-c2cccc(C)c2C)o1 (stereo not drawn),-2,49,-6,11,-172,7,15,-8,-45,1,-35
CCN(CC)CCCN(C(=O)c1ccccc1F)c1nc(-c2ccc(OC)cc2)cs1,-4,52,-9,-9,4,-14,1,5,1,3,18
CC(/C=C/c1ccccc1)=N/NC(=O)c1cc([N+](=O)[O-])cc([N+](=O)[O-])c1,4,3,-13,0,8,28,52*,10,5,0,17
O=C(CNC(=O)c1cccs1)OCC(=O)c1ccc2ccccc2c1,2,7,5,-1,8,3,-18,0,-23,11,-14
COc1ccc(NC(=O)Nc2c(C)n(C)n(-c3ccccc3)c2=O)c(OC)c1,18,-13,5,3,-5,-1,0,5,-5,19,-10
CC(C)[C@H](NC(=O)C1CCN(S(=O)(=O)c2ccc(F)cc2)CC1)C(=O)NCc1ccco1,10,-18,4,-4,5,-27,14,1,1,7,1
C[C@H](CO)N1C[C@H](C)[C@H](CN(C)C(=O)Cc2ccncc2)Oc2ncc(Br)cc2C1=O,6,-7,3,-22,-11,2,11,10,-3,8,2
O=C(c1cc2ccccc2cc1O)N1CCCC1,0,-11,15,-3,1,-5,-9,-7,2,14,-13
COc1cccc(-c2cc(CNC(=O)[C@H]3O[C@@H](n4cnc5c(N)ncnc54)[C@H](O)[C@@H]3O)no2)c1,-3,7,-8,-22,5,x,-26,-3,8,-22,-7
N#Cc1cnc(SCC(=O)Nc2ccccc2C(F)(F)F)nc1N,-2,-4,3,-7,3,-1,10,2,-9,3,8
CCCCCCCCCCCCOC1OC(CO)C(O)C(O)C1NC(C)=O (stereo not drawn),-23,-1,-9,-8,7,1,-6,-30,8,20,-6
CNc1snc(C)c1C(=O)OCC(=O)Nc1ccc(C)cc1F,10,43,-1,28,8,21,5,-20,32,-8,-21
COc1cccc(-c2csc(N3CCN(C(=S)Nc4ccccc4)CC3)n2)c1,-10,15,-2,-21,0,9,0,-31,-3,-5,-10
COc1ccccc1OCCOc1ccccc1/C=N/n1cnnc1,-6,5,-19,-12,20,-4,1,-33,-1,-29,0
Cc1ccc(CNC(=O)COc2ccc3c(c2)CCC3)cc1,12,15,-9,5,11,-7,-24,-22,-31,14,17
CCc1sc(N(C(=O)Cc2ccccc2)c2ccc(F)cc2)nc1-c1ccccc1,-4,15,23,7,16,-2,11,x,7,-13,12
Cc1ccc(CN2CCSc3ccc(C(=O)NCc4ccco4)cc32)cc1,-8,11,5,-2,18,-27,10,-31,-2,26,26
Cc1ncc([N+](=O)[O-])n1CC(=O)NCCc1ccccc1,-11,4,4,-10,6,4,-7,-3,-15,12,8
Cc1ccc(NC(=O)C(SCC(=O)O)c2ccccc2)cc1C (stereo not drawn),5,-8,-13,-2,5,3,-1,-34,-1,9,5
O=C(NCc1cccnc1)c1cccc2c1C(=O)N(C1CCCCC1)C2,-12,3,-2,22,1,-11,-12,4,-5,42,16
CC(C)N(C(=O)[C@H]1C[C@H](CC(=O)NCCCN(C)C)C(=O)N2CCc3c([nH]c4cc(-c5ccco5)ccc34)[C@]12C)C(C)C,-15,-26,15,-18,-1,-5,10,-1,4,26,40
Nc1nc(-c2cccs2)cs1,11,11,-1,x,-25,-14,-5,2,-31,3,-26
CC(=O)c1ccc(N2CCN(S(=O)(=O)c3cc4[nH]c(=O)c(=O)[nH]c4cc3C)CC2)cc1,3,-18,-19,-3,-6,-4,4,-18,-4,-17,-28
CC(=O)c1ccc(OCc2nnn(CC(=O)NS(=O)(=O)Cc3ccccc3)c2-c2ccccc2)cc1,-11,-9,0,-4,-1,x,5,-4,5,-22,-25
CN(C)S(=O)(=O)c1cccc(NC(=O)COC(=O)CNC(=O)c2ccccc2F)c1,2,-16,-6,-3,11,-7,-35,-1,-17,3,-2
Cn1c(CCN2CCCCC2)nc2cc(NC(=O)COc3ccc([N+](=O)[O-])cc3)ccc21,10,-14,-26,-15,10,33,-7,6,-5,2,-7
CCOc1ccccc1CN1CCN(Cc2ccc3cc(F)ccc3n2)CC1CCO (stereo not drawn),10,-2,13,2,-8,-2,-6,-11,4,7,-2
O=C(NCCc1ccccc1)C1CCN(S(=O)(=O)N2CCCC2)CC1,-5,-1,-4,15,-9,-1,-2,0,3,-7,11
COc1ccc(-c2oc(=O)c3cc(OC)c(OC)cc3c2/C=C/c2cccc([N+](=O)[O-])c2)cc1,-18,4,-55,-7,1,0,18,-16,4,14,8
Cc1ccc(N2C(SCC(=O)O)=NC(=Nc3cccc(C)c3)C23CCCC3)cc1,-6,-17,0,5,8,-3,2,-8,12,-12,14
CC(C)OC(=O)Cn1nnc2c(cnn2-c2ccccc2)c1=O,8,-40,-5,-3,0,-13,2,-63,-28,-45,2
COC(=O)C1=C(C)NC(=O)/C1=C\c1cccs1,22,-7,-17,11,14,3,7,0,-3,10,-30
O=C(CN1CCCCCCC1)N/N=C/c1ccccc1F,-2,1,2,1,-2,-11,-3,-7,-6,-18,7
COCCCNC(=S)N1CCN(C)CC1,-8,11,8,-5,16,4,-15,7,-19,15,12
Cc1ccc(NC(=O)CSc2nnc(-c3ccncc3)n2N)cc1C,10,2,-5,-5,12,0,2,-19,-27,-11,10
COC(=O)CS(=O)(=O)c1ccc2c(c1)CC(=O)N2,8,-1,4,7,-2,-3,14,10,1,5,-10
COC(=O)c1cc(Cn2nc(C(=O)O)c3ccccc3c2=O)oc1C,-13,20,-13,4,0,-12,-4,-2,7,3,3
Cc1nn(-c2ccccc2)c(C)c1Cc1ccc(O)cc1,-9,-46,-23,7,-55,2,1,-26,-52,-45,10
O=C(Nc1ccc2c(c1)OCO2)NC1(C(F)(F)F)Oc2ccccc2O1,-12,-8,-26,-26,-8,-8,16,-2,-18,-10,8
COc1ccccc1CNC(=O)c1ccc(Br)o1,2,-5,17,5,-17,4,-13,-9,-4,0,-18
CCOC(=O)C1CCN(C(=O)COC(=O)c2cc([N+](=O)[O-])ccc2N2CCOCC2)CC1,2,-6,-11,-13,2,5,4,-6,7,-2,0
CN1CCN(CCCNC(=O)c2cn(C3CCCCC3)c(=O)c3c2c2ccccc2n3C)CC1,0,-12,5,-1,-1,-8,31,-1,-5,2,-16
O=C(NC1CCS(=O)(=O)C1)c1cc(-c2ccccc2)nc2ccccc12 (stereo not drawn),-12,-7,3,-10,2,-3,-2,8,-14,2,-3
CCN(CC(=O)Nc1ccccc1C(F)(F)F)C(=O)c1cccc(S(=O)(=O)N2CCN(C)CC2)c1,-6,-14,1,-14,-1,-1,0,-6,-2,18,-2
C/C(=C\C(=O)C(F)(F)F)Nc1cc(C)cc(C)c1,-7,-5,11,2,10,3,-11,13,8,2,0
CCc1cccc(NC(=O)CN(C)C2=NS(=O)(=O)c3ccccc32)c1,7,-14,21,9,-11,-1,-9,-15,-27,-4,18
CN(C)CCCN(C(=O)COc1ccc(Cl)cc1)c1nc2cc3c(cc2s1)OCCO3,-10,-4,6,-21,-4,-8,-12,-20,-7,-1,9
COc1ccc(S(=O)(=O)NC2CCCCC2)cc1-n1cnnn1,4,3,-7,2,0,7,-2,19,6,-9,3
# Additional entries
SMILES,KKLEB tox,Shn3 3UTR inh,TWEAK Fn14 block,COUP-TFII inh,SRC3 inh,EBV LMP1 NFkB,TRAIL sens C8,TROY signal inh,NCOA1 inh,LRH-1 inv ag,CF NFkB block
COc1cccc(NC(=O)Cn2nnc(C(=O)NCc3cccs3)c2N)c1,-3,-7,-7,10,0,3,-15,11,-7,-3,13
CC1(C)C(=O)Nc2ccccc2N1C(=O)CN1C(=O)C(=O)N(C2CCCC2)C1=O,-3,-2,0,-8,10,1,-9,-13,-7,20,14
COC(=O)Nc1nnc(-c2ccccc2OC)s1,5,-85,3,-24,-54,-6,18,-59,-74,-80,-24
COc1cc(NC(=O)COc2ccc(-n3ccnc3)cc2)cc(OC)c1,-15,17,2,16,19,-6,0,17,9,3,10
CC(=O)Nc1ccc(S(=O)(=O)N2CCSC2c2ccc(Cl)cc2)cc1 (stereo not drawn),-4,2,33,13,1,-3,9,16,6,4,2
CN1CCN/C1=C(/C(Cl)=C(Cl)Cl)[N+](=O)[O-],12,-2,2,-7,22,-5,-5,13,-2,8,-16
COc1ccc(C)c(NC(=O)NCCc2cnc[nH]2)c1,-3,-22,-8,19,-14,-20,-6,4,12,2,-4
O=C(NCCCn1ccnc1)c1cccc(Br)c1,-11,1,-4,-20,-23,-1,-18,-26,-7,-2,-8
Cc1cc(Cl)ccc1OCC(=O)OCC(=O)c1c(N)n(C)c(=O)n(C)c1=O,17,18,10,-8,20,4,8,-1,-3,7,-13

# These rows are one share of the data; count on the stated rates, not on these rows.
